Screening data as filed in PubChem BioAssay.
MITF TRPM1 inh: inhibitors of MITF-dependent TRPM1 promoter reporter, primary screen, cell-based, SK-MEL-5, single point, luciferase | SK-MEL-5 TRPM1 promoter luciferase, 24 h | inhibition, % at 12.5 µM | 0.83% of 330,000 active | AID 488899, 2010;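 active = mean inhibition across replicates of 60% or more, whatever share of single replicates reaches that level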; note: values of inactives mirror those of a sister screen read the other way
NR2E3 ag-1: NR2E3 agonists in two-hybrid cells, primary screen, cell-based, luminescence, CHO-S, Gal4-NCOR/VP16-NR2E3; AID 602229, 2012; inhibition of corepressor binding, % at 3.98 µM; luciferase; Photoreceptor-specific nuclear receptor (Homo sapiens), Q9Y5X4; 0.35% of 360,000 active;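 active = inhibition above the mean of all tested compounds plus 3 SD, cut at about 70% in these data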;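 note: 0% = DMSO with NR2E3 transfected cells and 100% = cells lacking NR2E3 construct; higher means lower luciferase signal from less NR2E3 corepressor binding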
Target sequence (Q9Y5X4 whole entry, looked up, the tested form may be a part): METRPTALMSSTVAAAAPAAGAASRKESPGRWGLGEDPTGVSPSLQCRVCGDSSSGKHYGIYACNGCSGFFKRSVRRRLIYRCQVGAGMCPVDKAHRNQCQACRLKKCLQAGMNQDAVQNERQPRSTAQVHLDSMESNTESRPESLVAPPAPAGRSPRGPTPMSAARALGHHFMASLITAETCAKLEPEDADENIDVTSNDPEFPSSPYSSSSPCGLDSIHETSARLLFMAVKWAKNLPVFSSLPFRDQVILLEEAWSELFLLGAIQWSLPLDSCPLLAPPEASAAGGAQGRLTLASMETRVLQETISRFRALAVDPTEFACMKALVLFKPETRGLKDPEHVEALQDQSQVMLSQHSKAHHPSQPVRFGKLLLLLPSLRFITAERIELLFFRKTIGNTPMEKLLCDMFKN
KKLEB cytotox: cytotoxicity in KKLEB CF airway cells, primary screen, cytotoxicity control for CF NF-kB inhibitor project, cell-based, uHTS, fluorescence assay plates | KKLEB CF airway cells viability, ATPlite luminescence, overnight; hits give low values; cells stimulated with P. aeruginosa culture filtrate | activity change (cytotoxicity), % at 5 µM | 0.36% of 360,000 active | AID 602141, 2011;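 active = corrected activity change at or below -50% at 5 µM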
HIF-2a block: HIF-2a reporter inhibitors, primary screen, luminescence, 786-0 RCC cells; inhibition, % at 18.8 µM; 0.72% of 360,000 active; AID 624352, 2012; 786-0 RCC cells HIF-2a reporter, luciferase luminescence, overnight;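 active = inhibition of the luminescence signal of 40% or more relative to plate controls, in a single-dose primary screen at 18.75 µM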
CF NFkB inh: inhibitors of PAF-induced NF-kB signaling, primary screen, cell-based, GFP fluorescence, uHTS; KKLEB NF-kB-GFP reporter, GFP fluorescence overnight; inhibition, % at 5 µM; 0.86% of 360,000 active; AID 588850, 2011;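 active = at least 50% inhibition at 5 µM, scaled per plate between neutral and stimulator controls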;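 note: PAF is a Pseudomonas aeruginosa culture filtrate used as stimulus; plate controls were PAF-stimulated DMSO wells for no effect and unstimulated DMSO wells for full effect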
Peg3 prom inh: Peg3 promoter-driven luciferase inhibitors, primary screen, cell-based, HeLa, luciferase luminescence; HeLa PEG-Prom luciferase reporter, overnight; inhibition, % at 20 µM; 1.7% of 360,000 active; AID 588405, 2011;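 active = inhibition of at least 50% at 20 µM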
NR2E3 ag-2: inhibitors of NR2E3-RetCOR corepressor binding, primary screen, NR2E3 agonist project, biochemical, TR-FRET, GST-NR2E3, biotin-RetCOR | Photoreceptor-specific nuclear receptor (Homo sapiens), Q9Y5X4 | 1536-well | inhibition of corepressor binding, % at 4.78 µM | 0.12% of 320,000 active | AID 2300, 2010;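 active = percent inhibition above the cutoff of mean plus 3 SD of all tested compounds, set per screening campaign, cut at about 20% in these data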;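 note: 0% = DMSO wells and 100% = biotin wells as full block of FRET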
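Material: NR2E3–RetCOR corepressor complex / Incubation: Compound–protein incubation for 5 h at 4 °C / Dosing: compound at 4.8 µM, single dose / Detection: time-resolved FRET / Benchmarks: high control biotin, low control 0.6% DMSO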
LMP1 NFkB inh: EBV LMP1-driven NF-kappaB luciferase reporter inhibitors, primary screen, cell-based, luminescence, single point | LMP1-induced NF-kappaB luciferase reporter cells | 0.69% of 350,000 active | inhibition, % at 12.5 µM; in the data active = inhibition above about 41%;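 note: 0% = neutral control wells and 100% = reference inhibitor control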
TRAIL sens C8: viability loss with TRAIL in NB7+C8 cells, primary screen, TRAIL sensitizer project, cell-based, ATPlite luminescence; inhibition (viability loss, TRAIL sensitization), % at 10 µM; 1% of 360,000 active; AID 624354, 2012;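 active = compounds causing at least 50% loss of cell viability in the single-dose screen, relative to plate controls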
hiPSC survival: enhancers of single-cell hiPSC survival, primary screen, ATPlite luminescence. 100% = ROCK inhibitor wells, 0% = DMSO. 0.044% of 360,000 active. survival enhancement, % at 20 µM. AID 602274, 2012; in the data active = survival enhancement above about 18%;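 note: cells exposed to compounds for 16 hours before the ATP read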
Shn3 3UTR inh: reduction of Shn3 3'UTR firefly luciferase signal, primary screen, Schnurri-3 inhibitor project, cell-based, Clone20 osteoblasts, set 2; Clone20 osteoblast Shn3 3'UTR firefly luciferase, 24 h; inhibition, % at 12.5 µM; 0.52% of 360,000 active; AID 588674, 2011;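 active = mean inhibition of at least 75% with every replicate also reaching 75%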;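 note: 0% = median of neutral control wells and 100% = pilot-screen positive control compound; some compounds past the cut are filed as inactive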
Starred values were filed as active, the others as inactive; nt = not tested or not shown. Only part of the results is shown; the hit share may differ from the screen's.

SMILES | MITF TRPM1 inh | NR2E3 ag-1 | KKLEB cytotox | HIF-2a block | CF NFkB inh | Peg3 prom inh | NR2E3 ag-2 | LMP1 NFkB inh | TRAIL sens C8 | hiPSC survival | Shn3 3UTR inh
CC(=O)NC(Cc1cccc(C)c1)C(=O)NC1CCN(C(=O)NCc2ccccc2)CC1 (stereo unspecified) | 1 | -18 | 2 | 18 | -15 | 11 | nt | -4 | 16 | 0.9 | 2
O=C(COc1ccccc1Cl)OCC(=O)N1CCN(S(=O)(=O)c2ccccc2)CC1 | 8 | -1 | -4 | 12 | 4 | 8 | -2 | 5 | -16 | -0.9 | 13
CCc1ccc(-c2nc(CSCC(=O)N3CCN(c4ccccn4)CC3)c(C)o2)cc1 | 64* | 84* | 10 | 58* | -22 | 45 | 4 | 4 | 16 | 2.9 | 18
C[C@H](CO)N1C[C@H](C)[C@@H](CN(C)S(=O)(=O)c2cccs2)Oc2c(NC(=O)Nc3ccc4c(c3)OCO4)cccc2C1=O | -13 | -14 | 4 | -6 | -25 | -2 | nt | 10 | -2 | 6.0 | -2
Cc1cccc(NC(=O)NN2CCN(C)CC2)c1C | 5 | 8 | -3 | 8 | 1 | -3 | nt | -4 | 7 | -0.4 | 7
Oc1cc(-c2ccncc2)cc2cccnc12 | nt | -24 | -38 | 15 | 34 | 20 | nt | -3 | 23 | 8.6 | 89*
Cn1cc(C(=O)NCCc2ccccc2)c(=O)c2cc(S(=O)(=O)N3CCOCC3)ccc21 | -5 | -26 | -1 | 17 | 7 | 1 | nt | -8 | 8 | -0.3 | -4
N#CC1=C(N)Oc2n[nH]c(-c3cccs3)c2C1c1ccoc1 (stereo unspecified) | 5 | -38 | 16 | 12 | -40 | 3 | 2 | -4 | -12 | 0.7 | -8
CC(C)(C)Cn1c(=O)[nH]c(=O)c2cc([N+](=O)[O-])cnc21 | 10 | -3 | -6 | 10 | 19 | 18 | -2 | -4 | 5 | -2.0 | -10
CCOc1ccc(N2CC(=O)Nc3ccccc3NCC2=O)cc1 | 8 | 1 | 0 | -6 | -18 | 7 | -2 | -2 | 4 | -3.7 | 9
COc1ccccc1C(=O)Nc1ccnn1C1CCN(C2CCCCC2)CC1 | nt | -2 | -3 | 4 | 18 | 10 | nt | 5 | -20 | -2.8 | -11
CC(C)OC(=O)c1cc2c(ccn2-c2ccc(F)cc2)n1CC(=O)N1CCN(C(=O)c2ccco2)CC1 | 8 | -11 | -3 | 22 | -3 | 30 | -1 | -17 | 14 | -0.1 | 18
NS(=O)(=O)c1ccc(CNC(=O)Cc2ccccc2[N+](=O)[O-])cc1 | 13 | -16 | 2 | 15 | 2 | 21 | 6 | 8 | -2 | -0.3 | -16
O=C1CC(SC(=Nc2ccccc2)Nc2ccccc2)C(=O)N1c1ccc(Cl)cc1 (stereo unspecified) | 0 | 3 | -3 | -8 | 15 | -4 | 0 | -9 | 11 | 3.8 | 18
COc1ccc(CCNc2ccc(C(CC(N)=O)NC(=O)c3cc(C)cc(C)c3)cc2[N+](=O)[O-])cc1 (stereo unspecified) | -11 | -3 | -13 | 2 | 10 | 12 | 2 | 2 | -3 | -2.4 | -2
O=C(COC(=O)c1nc(-c2ccccc2)n(-c2cccc(C(F)(F)F)c2)n1)NCc1cccs1 | 9 | 0 | -6 | 4 | 10 | -2 | -3 | 3 | -1 | -1.6 | -9
O=C(Nc1ccc(N2CCOCC2)cc1)c1cc2ccccc2o1 | -70 | -119 | 16 | -249 | -30 | -284 | 0 | -32 | 30 | -1.6 | -54
Cc1cc(=O)n2nc(N3CCCC3C(=O)NCc3ccccn3)sc2n1 (stereo unspecified) | 4 | 10 | -14 | 17 | -1 | 18 | -2 | 1 | -8 | -3.3 | 7
COc1ccc(N2CCN(C(=S)Nc3ccccc3OC)CC2)cc1 | -8 | 16 | -5 | 6 | 3 | 7 | -2 | 5 | 8 | -0.4 | 6
COC(=O)Nc1c(C)nn(Cc2ccccc2C)c1C | -3 | -9 | 5 | -11 | 3 | 12 | 1 | -8 | -6 | 2.2 | -25
O=C(CSc1ccc(Br)cc1)N1CCOCC1 | -21 | -22 | 6 | -110 | 2 | -60 | 2 | -2 | -7 | 0.2 | -29
Cc1cc(=O)[nH]c(N2CCOCC2)n1 | -5 | -27 | 3 | 17 | 12 | 5 | 5 | 0 | -11 | -0.3 | -19
COC(=O)c1c(SCC(=O)Nc2ccc(C)cc2)nc(=O)[nH]c1C | -7 | -10 | 5 | 14 | 10 | 1 | -3 | -3 | 10 | -0.2 | -17
COC(=O)c1ccc(N2C(=O)CC(NCc3ccccc3)C2=O)cc1 (stereo unspecified) | -4 | -14 | -5 | 13 | 2 | -77 | -3 | -5 | -11 | -1.2 | 6
COc1c(C)cc(C(=O)C2CCCN(C(=O)c3cc(C)on3)C2)cc1C (stereo unspecified) | -7 | 0 | -15 | 12 | 4 | 24 | 0 | 4 | -9 | -0.4 | 18

Structures above that contain fluorine:
SMILES | MITF TRPM1 inh | NR2E3 ag-1 | KKLEB cytotox | HIF-2a block | CF NFkB inh | Peg3 prom inh | NR2E3 ag-2 | LMP1 NFkB inh | TRAIL sens C8 | hiPSC survival | Shn3 3UTR inh
CC(C)OC(=O)c1cc2c(ccn2-c2ccc(F)cc2)n1CC(=O)N1CCN(C(=O)c2ccco2)CC1 | 8 | -11 | -3 | 22 | -3 | 30 | -1 | -17 | 14 | -0.1 | 18
O=C(COC(=O)c1nc(-c2ccccc2)n(-c2cccc(C(F)(F)F)c2)n1)NCc1cccs1 | 9 | 0 | -6 | 4 | 10 | -2 | -3 | 3 | -1 | -1.6 | -9

The list continues:
SMILES | MITF TRPM1 inh | NR2E3 ag-1 | KKLEB cytotox | HIF-2a block | CF NFkB inh | Peg3 prom inh | NR2E3 ag-2 | LMP1 NFkB inh | TRAIL sens C8 | hiPSC survival | Shn3 3UTR inh
C#CCOCCOCCOCCNc1nc(N2CCN(C(=O)Cn3cc(CCCN=C(N)N)nn3)CC2)nc(N2CCN(C(=O)[C@H]([C@@H](C)O)n3cc(CCCCN)nn3)CC2)n1 | 6 | -8 | -4 | 0 | 25 | 1 | -1 | 10 | 9 | -0.3 | -8
Cc1ccc(NC(=O)CN(C)S(=O)(=O)c2ccc(Cl)s2)c(O)c1 | -39 | -39 | 11 | -149 | -14 | -139 | 1 | -17 | 7 | -0.6 | -57
O=C(C1CCC(CNc2c(N3CCCCC3)c(=O)c2=O)CC1)N1CCc2ccccc2C1 (stereo unspecified) | 7 | 3 | -5 | 20 | -8 | 18 | nt | 4 | 4 | 0.3 | 22
O=C(NCCc1ccc(F)cc1)Nc1ccc2c(c1)OCO2 | -21 | -96 | 15 | -168 | -4 | -224 | -5 | -20 | 0 | 0.1 | -33
CC(C)Oc1ccc(S(=O)(=O)N2CCOCC2)cc1NC(=O)c1ccc(Cl)c(S(=O)(=O)N2CCOCC2)c1 | nt | 4 | -7 | 1 | 20 | 8 | nt | -1 | -6 | 0.6 | -12
O=C(NC12CC3CC(CC(C3)C1)C2)N(Cc1ccccc1)Cc1ccncc1 | -4 | -32 | -19 | 13 | -22 | 19 | 1 | -3 | 6 | -0.6 | 7
CCOC(=O)/C(C#N)=C/c1cn(CCC(=O)O)nc1-c1ccc(Cl)cc1 | -13 | -26 | 7 | 25 | -4 | 12 | 0 | -19 | -6 | 4.0 | -2
CS(=O)(=O)N(CC(=O)NCCSc1ccccc1)c1ccc2c(c1)OCO2 | 0 | -18 | -4 | 1 | -6 | 6 | -2 | 1 | 5 | -0.3 | -32
CN(c1ccccc1)S(=O)(=O)c1ccc(C(=O)NNC(=O)c2ccccc2F)cc1 | -7 | 12 | -9 | -19 | -13 | 7 | 3 | 5 | -11 | -0.5 | 1
O=C(CN1C(=O)C2CC=CCC2C1=O)Nc1nccs1 (stereo unspecified) | 2 | 18 | 4 | 17 | -14 | 6 | 0 | 0 | 4 | 2.6 | -2
Cc1ccc(S(=O)(=O)Oc2ccccc2/C=N/NC(=O)c2c(Cl)cnn2C)cc1 | -3 | -13 | 5 | -6 | -16 | 15 | -3 | 4 | -2 | -4.2 | 25
CCOC(=O)C1CCN(S(=O)(=O)c2ccc(OC)c(Cl)c2)CC1 | 16 | -1 | -12 | 11 | 10 | 2 | 2 | -11 | 11 | 0.4 | 8
CN1C(=O)C(C)(C)c2cc(S(=O)(=O)N3CCC(C(=O)NCc4ccc(F)cc4)CC3)ccc21 | nt | 16 | -12 | 10 | 17 | 5 | 3 | -5 | 0 | -0.3 | -17
Cc1cc2c(cc1C)CSC(c1ccc3ccccc3c1O)SC2 | 4 | 8 | -15 | 15 | 11 | 23 | 4 | 13 | 2 | 2.6 | 10
COc1ccc(CNC(=O)COc2cc(O)c3c(c2)OC(C)(C)CC3=O)cc1 | -3 | 4 | 4 | -57 | 2 | -29 | 0 | 2 | -2 | -0.8 | 2
CCOc1ccc(S(=O)(=O)N2CCN(C(=O)CCC(=O)N3CCOCC3)CC2)cc1 | -3 | -9 | 16 | 5 | 7 | 10 | -2 | 1 | 3 | -0.5 | 3
O=C(Nn1cnnc1)C(Sc1ccccc1)c1ccccc1 (stereo unspecified) | 3 | -9 | 3 | -14 | 0 | -2 | 6 | -14 | 7 | -0.6 | -5
C[C@H](CO)N1C[C@H](C)[C@@H](CN(C)C(=O)Nc2ccccc2)Oc2c(NC(=O)c3ccncc3)cccc2C1=O | -10 | -19 | -12 | 12 | -7 | 0 | nt | -3 | 4 | 0.1 | 1
c1ccc(OCCOCCOc2ccccc2)cc1 | -41 | -19 | 15 | -105 | -2 | -69 | nt | -4 | 6 | 3.1 | -36
N#CC1c2ccccc2C=CN1C(=O)c1ccccc1 (stereo unspecified) | -12 | 10 | -3 | 14 | 8 | 1 | 6 | -1 | -4 | -0.6 | -17
Cn1cc(-c2nnnn2-c2cccc(C(F)(F)F)c2)c(C(F)(F)F)n1 | 0 | 2 | -1 | 11 | 14 | 17 | 1 | 2 | 5 | 5.5 | -2
CC(C)COc1ccc(C2NC(=O)NC2=O)cc1 (stereo unspecified) | -4 | 11 | 8 | 2 | -24 | -20 | -4 | -1 | -1 | -0.5 | -4
O=C(c1ccc2c(c1)OCO2)C1CCCN(C(=O)C2CCOCC2)C1 (stereo unspecified) | -3 | -6 | -2 | 4 | -17 | 0 | -2 | -3 | 8 | -0.1 | 7
CCOc1ccc(N(CC(=O)NCc2ccccc2OC)S(C)(=O)=O)cc1 | -22 | -31 | -2 | -159 | 0 | -100 | -2 | -6 | -9 | 0.2 | -21
CC(Oc1ccc(-c2nccc(-c3ccccn3)n2)cc1)C(=O)NN (stereo unspecified) | -12 | -8 | -14 | 3 | 0 | 5 | 2 | -3 | -4 | 4.2 | -20
